NPSR antag – blocks cAMP signaling of the human neuropeptide S receptor; CHO-NPSR cells, cAMP TR-FRET, antagonist mode; Q6W5P4; AID 1461; hit rate 1% among 220,000; Potency, µM (highest dose often 38.3 µM), for inactives: at the top dose activity change, negative = inhibition, most hits filed as inhibitors; also: % is scaled to controls: 0 for no effect and ±100 for the full control effect; nearly all actives have a fitted effect of over 50% in size; many of its hits are not listed in these tables
Tau fluor counter – counter-screen for tau fibril formation inhibitors. AID 1463. hit rate 0.93% among 280,000. Potency, µM (doses to about 57.7 µM), without a hit: top-dose activity change, negative = decrease. tau K18 P301L Alexa594 fluorescence, heparin fibrillization; also: % is scaled to controls: 0 for no effect and ±100 for the full control effect; nearly all actives have a fitted effect of over 55% in size
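Human tau K18 P301L (15 uM unlabeled, 0.24 uM Alexa 594-labeled) in 100 mM sodium acetate pH 7 with 20 uM heparin, 6 hr at 37 C. ThT 30 uM added, 1 hr ambient; Alexa 594 FP and total fluorescence read at 555/632 nm.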
ALDH1A1 block – inhibitors of human aldehyde dehydrogenase 1A1. P00352. Purified ALDH1A1, NADH fluorescence, propionaldehyde substrate. Potency, µM (highest dose often 75.3 µM), without a hit: at the highest dose activity, negative = inhibition, usual class: inhibitors. hit rate 7.3% among 220,000. AID 1030; active = well fitted inhibition curve with a large enough effect, not every such curve was filed as active; inconclusive = small, poorly fitted or top-dose-only effect, or another doubt; inactive = no such curve, though single readings can be large or run the other way;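 also: plate controls were no enzyme wells and a reference inhibitor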
Target sequence (P00352 whole entry, looked up): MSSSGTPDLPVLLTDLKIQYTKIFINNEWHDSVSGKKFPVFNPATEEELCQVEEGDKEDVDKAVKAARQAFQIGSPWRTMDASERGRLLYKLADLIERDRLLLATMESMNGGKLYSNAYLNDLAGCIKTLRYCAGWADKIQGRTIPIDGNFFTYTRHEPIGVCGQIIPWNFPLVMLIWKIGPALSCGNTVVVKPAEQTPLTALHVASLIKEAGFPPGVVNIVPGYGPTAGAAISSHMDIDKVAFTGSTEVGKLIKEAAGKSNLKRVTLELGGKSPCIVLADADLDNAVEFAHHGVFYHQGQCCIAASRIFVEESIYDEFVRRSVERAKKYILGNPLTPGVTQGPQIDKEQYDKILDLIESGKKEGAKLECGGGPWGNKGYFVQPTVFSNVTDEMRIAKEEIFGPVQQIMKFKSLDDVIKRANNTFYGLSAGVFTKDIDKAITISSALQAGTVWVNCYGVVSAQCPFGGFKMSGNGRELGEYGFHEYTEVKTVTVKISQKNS
GAA inhib – alpha-glucosidase (human) inhibition. hit rate 0.005% among 200,000. purified human GAA, 4-MU-alpha-glucoside fluorescence. P10253. Potency, µM (titrated, usually from 76.9 µM), without a hit: top-dose activity change, negative = inhibition, most hits filed as inhibitors;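 also: plate controls were uninhibited enzyme wells for no effect and no-enzyme background for full effect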
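Human enzyme at 4 nM with 400 uM 4-methylumbelliferyl-alpha-D-pyranoside, citrate/phosphate buffer pH 5.0, 0.005% Tween-20, 20 min at room temperature. Compounds up to 77 uM. 4-MU fluorescence (Ex 365/Em 440) read after NaOH/glycine stop; AC50 from Hill fit.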
aGal spleen mod – inhibitors or activators of human alpha-galactosidase in spleen homogenate; P06280; human spleen homogenate, 4MU-alpha-Gal fluorescence, 40 min; Potency, µM (doses to about 80 µM), for inactives: top-dose activity change, negative = inhibition, actives largely listed as inhibitors; hit rate 0.008% among 240,000; AID 2107;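 also: 0% = enzyme with vehicle and -100% = no enzyme basal signal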
Target sequence (P06280 32-429 limits assumed): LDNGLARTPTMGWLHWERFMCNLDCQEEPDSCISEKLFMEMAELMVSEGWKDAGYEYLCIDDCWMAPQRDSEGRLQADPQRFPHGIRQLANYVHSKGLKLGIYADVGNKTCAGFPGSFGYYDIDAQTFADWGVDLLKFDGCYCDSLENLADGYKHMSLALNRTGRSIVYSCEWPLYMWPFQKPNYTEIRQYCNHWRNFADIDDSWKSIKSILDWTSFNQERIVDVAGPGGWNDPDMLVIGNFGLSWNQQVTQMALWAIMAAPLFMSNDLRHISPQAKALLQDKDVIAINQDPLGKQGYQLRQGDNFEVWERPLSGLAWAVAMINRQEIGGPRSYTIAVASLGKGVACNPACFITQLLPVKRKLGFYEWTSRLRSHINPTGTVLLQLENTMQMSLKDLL
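Human spleen homogenate (1 ug) was the enzyme source, with 4-methylumbelliferyl-alpha-D-galactopyranoside (1 mM final) in pH 5.0 citrate buffer with 0.01% Tween-20. Compounds were titrated; after 40 min at 37C, NaOH/glycine stop, 4-MU fluorescence read; AC50 from Hill fits.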
GAA glycogen mod – GAA glycogen-cleavage inhibition or activation; Potency, µM (top dose mostly 76.4 µM), without a hit: at the highest dose activity change, negative = inhibition, usual class: inhibitors; recombinant GAA, glycogen substrate, Amplex Red glucose oxidase fluorescence; AID 2100; hit rate 0.38% among 300,000; P10253;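 also: 0% = full enzyme reaction and -100% = no-enzyme basal signal; the screen sought inhibitors and activators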
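Recombinant human alpha-glucosidase (4 nM final) hydrolysed bovine liver glycogen (30 ug) for 40 min at 37 C in pH 5.0 citrate/phosphate with 0.01% Tween-20. Released glucose detected by glucose oxidase/Amplex Red, Ex 573/Em 610 nm. Compounds up to 77 uM; AC50 from Hill fits.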
Epigenetic reg – regulators of epigenetic silencing causing reporter derepression in mouse cells | murine LDR cells, GFP reporter derepression, 30 h | Potency, µM (series often up to 53.9 µM), for inactives: at the top dose GFP activation, actives largely listed as activators | hit rate 0.2% among 280,000 | AID 1865; also: % of control where 0% means no effect; nearly all actives have a fitted effect of over 60% in size
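Derepression of a silenced CMV-GFP reporter in murine LDR cells is scored by enumerating GFP-positive cells with a laser-scanning microplate cytometer after 30 hours of treatment at 37 C.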
GAA spleen mod – inhibitors or activators of human alpha-glucosidase in spleen homogenate; hit rate 0.006% among 240,000; P10253; human spleen homogenate, 4-MU-alpha-glucoside fluorescence; Potency, µM (highest dose often 79.9 µM), for inactives: at the highest dose activity change, negative = inhibition, hits mostly inhibitors;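 also: 0% = enzyme with vehicle and -100% = no enzyme basal signal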
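Compounds were titrated against alpha-glucosidase in spleen homogenate at pH 5.0, with 1 mM 4-methylumbelliferyl substrate for 40 min at 37 C. Reactions were quenched with pH 10 NaOH/glycine and fluorescence measured.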
* = called active by the depositor; u = inconclusive; x = not tested or not shown; [ ] = dose if it differs, or a comment. Unless noted, calls follow the shape of the dose curve; as a rule, active = well fitted curve in the direction sought with a large enough effect; inconclusive = small, poorly fitted or top-dose-only effect, or another doubt; inactive = no such curve, though single readings can be large; an effect the other way counts as inactive or inconclusive. Potency is read from the fitted curve at half-maximal effect. Some of the compounds tested, so the mix of outcomes need not match the whole.

Values run as follows: NPSR antag	Tau fluor counter	ALDH1A1 block	GAA inhib	aGal spleen mod	GAA glycogen mod	Epigenetic reg	GAA spleen mod
> COC(=O)N/N=C/c1ccc(OC(=O)c2ccco2)c(OC)c1
    -15%	-5%	4%	-3%[15.4 µM]	4%	2%	-0.2%	0%
> CCCCN=C1NN=C(c2ccc(C)c(C)c2)CS1
    -13%	-22%	20µM*	0%	-3%	-4%	0.9%	-5%
> COc1ccc(Br)cc1-c1nc(CCl)cs1
    -45%	-1%	u	-14%	1%	-20%	0.0%	-3%
> O=C(CCNC(=O)c1ccccc1Cl)Nc1ccc(Br)c(C(F)(F)F)c1
    -6%	u	5%	u	1%	-5%	3.0%	-4%
> Cc1noc(C)c1CSc1nc2[nH]ncc2c(=O)n1-c1ccccc1
    16%[46.1 µM]	-7%	1.3µM*	-10%	-12%	0%	0.0%	9%
> COC(=O)C1C(=O)C2=C(CC1C)Nc1ccccc1NC2c1cccs1 (stereo unspecified)
    11%	-2%	-7%	-3%	1%	-2%	-4.9%	-5%
> O=C(CS(=O)(=O)Cc1ccccc1)Nc1cccnc1
    -10%[46.1 µM]	-1%	-2%	-11%	6%	-6%	-1.1%	-5%
> Cc1cc(C)cc(NC(=O)c2cnn(-c3ccccc3)c2C2CCNCC2)c1
    10%	-11%	u	-6%	3%	-9%	0.0%	x
> COc1ccc(-n2c(SCC(=O)N3CCCCC3C)nnc2-c2cccnc2)cc1 (stereo unspecified)
    -17%[46.1 µM]	-15%	10µM*	-3%	-5%	3%	0.0%	2%
> N#CCc1nc(-c2cc3ccccc3oc2=O)cs1
    -4%	-20%	u	5%	8%	-2%	-2.2%	2%
> CN1C(=O)C(O)(CC(=O)c2cccc(-n3cccc3)c2)c2ccccc21 (stereo unspecified)
    -6%[46.1 µM]	-5%	u	0%	-1%	4%	86%	-7%
> COc1cccc(CN(C)C(=O)c2cc(COc3ccc4ncccc4c3)on2)c1
    37%	-13%	1%	-4%	0%	-9%	5.9%	3%
> Cc1cccc(OC(C)c2ccnc3nc(/N=C/N(C)C)nn23)c1 (stereo unspecified)
    2%[46.1 µM]	-1%	u	-6%	4%	3%	1.8%	2%
> COc1ccc(/C=N/Nc2ccccc2)cc1Cn1nc(C)c([N+](=O)[O-])c1C
    -19%[46.1 µM]	u	-10%	-7%	-9%	u	0.8%	-5%
> CC(C)(C)C(=O)/C=C/c1ccc(Oc2ccccc2)cc1
    54%	-10%	u	-12%	1%	0%	4.3%	-1%
> CC(=O)[C@@H]1[C@@H](C(=O)c2ccc(F)cc2)[C@]2(C(=O)Nc3ccccc32)[C@H]2C=Cc3cc(F)ccc3N12
    -41%	-16%	x	x	-15%	18%	0.0%	0%
> CC(c1ccccc1)N1CCN(C(=O)CCl)CC1 (stereo unspecified)
    7%	0%	0.45µM*	1%	2%	-5%	-5.3%	1%
> Cc1ccc(CN2CCN(Cc3ccc(OCCO)cc3)CC2CCO)o1 (stereo unspecified)
    -12%	-4%	6%	-1%	-10%	9%	3.6%	-11%
> CC(=O)N1CCc2ccc(NC(=O)c3c(-c4c(Cl)cccc4Cl)noc3C)cc21
    -30%	-14%	3%	-1%	-2%	10%	-1.7%	-2%
> CCc1ccc(NC(=O)C(=O)NCc2ccccn2)cc1
    -12%	-6%	3%	6%	5%	-11%	3.8%	8%

Record cards (already shown). Screens in order: NPSR antag	Tau fluor counter	ALDH1A1 block	GAA inhib	aGal spleen mod	GAA glycogen mod	Epigenetic reg	GAA spleen mod
N#CCc1nc(-c2cc3ccccc3oc2=O)cs1 as listed: -4%	-20%	u	5%	8%	-2%	-2.2%	2%
COc1cccc(CN(C)C(=O)c2cc(COc3ccc4ncccc4c3)on2)c1 as listed: 37%	-13%	1%	-4%	0%	-9%	5.9%	3%

The listing continues:
Values run as follows: NPSR antag	Tau fluor counter	ALDH1A1 block	GAA inhib	aGal spleen mod	GAA glycogen mod	Epigenetic reg	GAA spleen mod
> O=C(O)c1c(Cl)c(Cl)c(Cl)c(Cl)c1C(=O)N1CCCCCC1
    -17%	-11%	-8%	4%	2%	14%	-1.8%	-1%
> O=C1CC(N2CCN(c3ccc(F)cc3)CC2)C(=O)N1c1ccc2c(c1)OCO2 (stereo unspecified)
    12%	-8%	19µM*	6%	-8%	4%	5.8%	-5%
> CC(NC(=O)C(=O)NN=C1CCCCCCCCCCC1)c1ccccc1 (stereo unspecified)
    -5%[46.1 µM]	-2%	-9%	-2%	3%	-9%	0.0%	-2%
> Clc1ccccc1CN1CCN(CCCc2ccccc2)CC1
    -18%	-8%	u	-3%	-29%	4%	-1.5%	-9%
> O=C(/C=C/c1cccs1)c1ccc(N2CCOCC2)cc1
    -18%	-22%	-14%	-8%	-5%	2%	3.4%	-2%
> COc1cc2nc(=S)n3[nH]c(COc4ccccc4C)nc3c2cc1OC
    -3%	-19%	u	-6%	14%	-21%	-3.2%	-4%
> Cc1cccc(Oc2ccc(Cl)cc2N)c1
    -3%	-25%	-1%	-1%	0%	-3%	1.1%	6%
> CCOc1ccc(C)cc1S(=O)(=O)n1nc(C)cc1C
    0%	3%	9%	-2%	1%	-1%	-0.4%	8%
> Cc1ccc(NC(=O)Nc2cccc(C(F)(F)F)c2)nc1
    -1%	-4%	-7%	9%	10%	0%	-4.8%	9%
> CC(C)Cn1c(=O)[nH]c(=O)c2c(C(F)(F)F)cc(-c3ccccc3)nc21
    -7%	0%	x	x	-9%	2%	2.2%	8%
> NC(=O)C1CCN(C(=O)COc2ccc(Nc3ccccc3)cc2)CC1
    -7%	-29%	x	x	5%	-28%	6.9%	2%
> O=C(CN(CC1CCCO1)C(=O)CNS(=O)(=O)c1ccccc1)NCc1ccccc1 (stereo unspecified)
    -5%[46.1 µM]	2%	10%	0%	0%	2%	0.0%	-6%
> COc1ccc(CNC(=O)/C=C/c2ccc(OCCCF)cc2)cc1OC
    -9%[46.1 µM]	-3%	1%	7%	2%	1%	-1.1%	-8%
> CCCOCC(O)COc1ccccc1C(=O)N1CCOCC1 (stereo unspecified)
    1%[46.1 µM]	-2%	-8%	0%	-2%	-2%	-6.3%	-3%
> Cn1nc(C(C)(C)C)cc1C(=O)NCc1cc(F)cc2c1OCOC2
    11%	4%	6%	-8%[15.4 µM]	10%	0%	-0.4%	3%
> CCn1nc(C(=O)NNC(=O)COc2ccc(OC)cc2)c2ccccc2c1=O
    9%	-4%	3%	-2%	-2%	2%	-1.9%	-7%
> CCC(C)C(NC(=O)C1CCC(C)CC1)C(=O)NCCCN1CCCCC1CC (stereo unspecified)
    4%	-6%	11%	-8%	-3%	5%	-2.6%	-22%
> CC(=O)c1sc(N)c(C(=O)OC(C)C)c1C
    -2%[46.1 µM]	-5%	-9%	3%	-3%	0%	-0.2%	-6%
> COc1ccc2c(c1)O[C@@H]1c3ccc(OC)cc3OCC21 (stereo partly specified)
    x	0%	0%	x	1%	x	-1.3%	1%
> O=C1C(=O)N(CCN2CCOCC2)C(c2ccccn2)/C1=C(/O)c1ccc(F)cc1 (stereo unspecified)
    2%[7.67 µM]	-23%	25µM*	3%	1%	-6%	0.3%	-3%
> CC(=O)N[C@@H](CC(=O)O)C(=O)O
    x	x	-4%[20.9 µM]	x	11%[29.1 µM]	x	-0.3%[16.9 µM]	-6%[29.1 µM]
> CC(CN1CCCCC1)OC(=O)C(C)(c1ccccc1)c1ccccc1 (stereo unspecified)
    u	-2%	11%	-8%	-7%	2%	-0.7%	-25%
> Cn1nnnc1SCC(=O)C(C)(C)C
    22%	-6%	5%	11%	9%	23%	-0.4%	-4%
> O=C(NC1CCCCC1NC(=O)c1cccs1)c1cccs1 (stereo unspecified)
    -6%[46.1 µM]	8%	9%	-4%	8%	-1%	-2.8%	0%
> c1ccc2c(CN3CCCCC3)csc2c1
    15%	4%	3%	-5%	7%	-2%	-1.1%	2%
> O=C(Nc1ccc2oc(-c3ccccc3F)nc2c1)c1ncn[nH]1
    -20%[46.1 µM]	-12%	u	3%	-25%	6%	5.4%	-8%
> CCCN(CCC)S(=O)(=O)c1ccc(NC(=O)COc2ccccc2)cc1
    u	u	6%	-7%	10%	u	-0.2%	2%
> S=C(NCCc1ccccc1)N1CCCCC1
    -7%	-5%	-5%	-1%	-4%	4%	1.1%	-5%
> O=c1oc2ccccc2c(O)c1C=NCc1ccccn1
    -29%[46.1 µM]	-9%	28µM*	10%	-3%	2%	-3.0%	4%
> CCc1ccc(OCCCC(=O)O)c(Br)c1
    15%[46.1 µM]	1%	-10%	-5%	14%	10%	-1.0%	10%
> Cc1ccc(Nc2nc3c([nH]2)c(=O)[nH]c(=O)n3C)cc1
    9%[46.1 µM]	-15%	u	10%	4%	-1%	-0.1%	1%
> Cc1ccc(N(Cc2cc3ccccc3[nH]c2=O)C(=O)c2cccs2)cc1
    1%	11%	-12%	u	-9%	-11%	-1.3%	5%
> COc1ccc(S(=O)(=O)N2CCCC2)c(C)c1C
    -12%[46.1 µM]	-1%	u	-4%	-6%	-5%	3.9%	-2%
> O=C(O)C1CCCCC1C(=O)Nc1nc(-c2cccs2)cs1 (stereo unspecified)
    -15%[46.1 µM]	0%	2%	5%	0%	6%	-1.1%	5%
> Cc1nnc(SCCN2CCOCC2)n1C
    10%	-5%	u	2%	3%	-11%	0.9%	-3%
> O=C(Nc1ccccn1)c1ccc(Br)c(S(=O)(=O)N2CCCCC2)c1
    9%	2%	u	u	u	7%	0.0%	15%
> Cc1ccc(-n2c(N)c(C#N)c(-c3ccc(Cl)cc3)c(C#N)c2=O)cc1
    u	-12%	u	-1%	8%	5%	0.2%	3%
> CCOC(=O)C1=C(C)NC(SCC(=O)OC)=C(C#N)C1c1ccc(C(=O)OC)cc1 (stereo unspecified)
    u	-17%	u	u	-2%	-25%	2.4%	1%
> COC(=O)c1cc(NC(=O)Cn2c(=O)cnc3ccccc32)cc(C(=O)OC)c1
    -5%[46.1 µM]	-1%	0.35µM*	5%	-4%	3%	-0.2%	-9%
> COc1ccc(NC(=O)c2sc3nc(Cc4ccccc4)cc(C(F)(F)F)c3c2N)cc1OC
    -21%	u	-3%	-5%	-4%	4%	14%	-11%

High-throughput results (PubChem)
